IMPase Li inh: qHTS Assay for Identifying the Cell-Membrane Permeable IMPase Inhibitors: Potentiation with Lithium | CHO-M1 cells, IP1 TR-FRET (IP-One), carbachol + lithium | Potency, µM (top dose mostly 59.4 µM), for inactives: at the highest dose activity, negative = IMPase inhibition, usual class: inhibitors | 210,000 compounds, 0.35% hits;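 also: IP1 builds up when IMPase is blocked and the TR-FRET signal falls; potency is read from the fitted curve at half-maximal effect; plate controls were basal vehicle for no effect and high inhibitor control for full effect; nearly all actives have a fitted effect of over 50% in size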
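CHO cells stably expressing M1 receptor (2000/well) were cultured 16–30 h, then exposed to compounds with a small lithium addition for 30 min at 37C. IP1 was measured by TR-FRET competition; AC50 from Hill fits.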
HttQ103 aggreg: qHTS Multiplex Assay to Identify Dual Action Probes in a Cell Model of Huntington: Aggregate Formation (GFP); PC12 HttQ103-GFP aggregates, Acumen cytometry, 40 h; 220,000 compounds, 1.1% hits; AID 1688, 2009; Potency, µM (series often up to 46.1 µM), for the others: at the top dose activity change, negative = inhibition, usual class: inhibitors; also: potency is read from the fitted curve at half-maximal effect; % is scaled to controls: 0 for no effect and ±100 for the full control effect; nearly all actives have a fitted effect of over 60% in size
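PC12 cells with ecdysone-inducible HTT exon1 Q103-GFP, induced by 100 nM tebufenozide, given compounds in a concentration series. GFP aggregates (1–25 um, 6 SD above background) counted in lysates by laser-scanning cytometry, 488 nm excitation.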
SMN2 splice enh: qHTS Assay for Enhancers of SMN2 Splice Variant Expression; HEK293 SMN2-luciferase splicing reporter, luminescence, 30-36 h; Potency, µM (series often up to 46.1 µM), for inactives: top-dose activity change, positive = activation, actives largely listed as activators; 210,000 compounds, 2.8% hits; also: potency is read from the fitted curve at half-maximal effect; % of control where 0% means no effect; nearly all actives have a fitted effect of over 55% in size
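qHTS luciferase splicing reporter: luminescence rises when SMN2 exon 7 is included in transfected HEK293 cells. Compound exposure lasted 30-36 h at 37C, with 4.5 mM final sodium butyrate as control, followed by a ONE-Glo read.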
CBFb RUNX1 block: qHTS Assay for Compounds Blocking the Interaction Between CBF-beta and RUNX1 for the Treatment of Acute Myeloid Leukemia; Runt-related transcription factor 1 (Homo sapiens) + Core-binding factor subunit beta …; AlphaScreen CBFb-His/RUNX1-biotin binding, biochemical; Potency, µM (highest dose often 59.8 µM), for the others: top-dose activity, negative = inhibition, usual class: inhibitors; 230,000 tested, under 10 active; also: % of control where 0% means no effect
Target sequence (Q01196 whole entry, looked up): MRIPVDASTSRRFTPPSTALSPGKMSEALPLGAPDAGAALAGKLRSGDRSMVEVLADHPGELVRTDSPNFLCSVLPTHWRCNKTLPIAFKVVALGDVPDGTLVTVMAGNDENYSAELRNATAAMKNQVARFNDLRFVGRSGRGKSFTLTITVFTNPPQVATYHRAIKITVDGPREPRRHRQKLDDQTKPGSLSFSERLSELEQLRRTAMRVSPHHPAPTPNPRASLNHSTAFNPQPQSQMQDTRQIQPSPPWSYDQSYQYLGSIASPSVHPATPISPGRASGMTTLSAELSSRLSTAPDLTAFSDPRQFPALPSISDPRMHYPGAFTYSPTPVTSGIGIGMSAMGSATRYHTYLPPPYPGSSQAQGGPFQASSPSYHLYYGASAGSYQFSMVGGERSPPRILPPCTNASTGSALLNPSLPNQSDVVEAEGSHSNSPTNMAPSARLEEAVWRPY
Target sequence (Q13951 whole entry, looked up): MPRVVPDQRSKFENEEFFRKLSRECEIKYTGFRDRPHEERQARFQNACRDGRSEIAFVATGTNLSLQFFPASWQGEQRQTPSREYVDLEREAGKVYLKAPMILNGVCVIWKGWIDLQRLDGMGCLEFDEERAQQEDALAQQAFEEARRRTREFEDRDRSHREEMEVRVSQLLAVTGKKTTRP
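His-tagged CBF-beta and biotinylated RUNX1 (30 nM each) were premixed 20 min at room temperature, exposed to compound for 15 min, then given nickel-chelate and streptavidin AlphaScreen beads (50 ng each). After 90 min, AlphaScreen signal was read.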
Luc counter: Counterscreen for Luciferase (Kinase-Glo TM) Inhibition; 200,000 compounds, 0.28% hits; Kinase-Glo luciferase, ATP luminescence, 8 min; AID 1379, 2008; Potency, µM (series often up to 38.3 µM), for the others: at the top dose activity change, negative = inhibition, most hits filed as inhibitors; Luciferin 4-monooxygenase (Photuris pensylvanica), Q27757; also: potency is read from the fitted curve at half-maximal effect; % is scaled to controls: 0 for no effect and ±100 for the full control effect; nearly all actives have a fitted effect of over 60% in size
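Compounds were added to a substrate mix at pH 7.2 (50 mM imidazole, 10 uM ATP, within the enzyme's linear range), followed by Kinase-Glo detection reagent; luminescence was measured after 8 minutes at ambient temperature.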
HTT ATP protect: qHTS Multiplex Assay to Identify Dual Action Probes in a Cell Model of Huntington: Cytoprotection (ATP) | Potency, µM (doses to about 56.4 µM), for inactives: cytoprotection (ATP increase), hits mostly activators | 230,000 compounds, 0.14% hits | PC12 HTT-Q103 induced, cytoprotection, ATP luminescence, 40 h;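 also: potency is read from the fitted curve at half-maximal effect; % of control where 0% means no effect; nearly all actives have a fitted effect of over 45% in size; toxic huntingtin expression switched on by the ecdysone agonist tebufenozide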
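PC12 cells with ecdysone-inducible HTT exon 1 Q103-GFP, induced with 100 nM tebufenozide and co-treated with library compounds in a dose series (1536-well, 1500 cells/well). Cytoprotection read as ATP content by ATPlite luminescence.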
Lamin A splicing: qHTS Assay for Modulators of Lamin A Splicing. 200,000 compounds, 0.01% hits. HeLa LMNA splicing GFP/RFP minigene ratio, 48 h. Potency, µM (top dose mostly 46.1 µM), for inactives: at the highest dose ratio change, negative = inhibition, most hits filed as inhibitors; active = well fitted inhibition curve with a large enough effect in the signal ratio, with a control signal flat, not every such curve was filed as active; inconclusive = small, poorly fitted or top-dose-only effect, or effect the other way, or a change in a side signal; the % refers to the signal ratio; also: potency is read from the fitted curve at half-maximal effect; % is scaled to controls: 0 for no effect and ±100 for the full control effect
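Read-out is the ratio of GFP to DsRed2 object intensity, acquired by 488 nm laser-scanning cytometry on HeLa lamin A-EGFP minigene reporter cells. Compound incubation 48 hrs at 37 °C in Opti-MEM with 2% FBS; DMSO 0.5% final.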
The depositor's hits bear a star; ? = inconclusive; . = not tested or not shown; [ ] = another dose, or the depositor's remark. Unless noted, calls follow the shape of the dose curve; as a rule, active = well fitted curve in the direction sought with a large enough effect; inconclusive = small, poorly fitted or top-dose-only effect, or another doubt; inactive = no such curve, though single readings can be large; an effect the other way counts as inactive or inconclusive. Rows were taken by chance, and some 4% of all compounds hit somewhere here.

structure,IMPase Li inh,HttQ103 aggreg,SMN2 splice enh,CBFb RUNX1 block,Luc counter,HTT ATP protect,Lamin A splicing
CC(Oc1ccc(C(=O)NCCc2ccccc2)cc1)C(=O)O (centres undefined),18.0%[38.3 µM],13.2%,-6.8%,3.6%,-5.5%,8.4%,8.5%
COc1ccc(C)cc1NC(=O)CCC(=O)Nc1ccc2nc(N3CCN(C)CC3)cc(C)c2c1,6.9%[38.3 µM],6.5%,-8.2%,10.6%,-0.1%,-13.2%,-3.2%
CC1(c2ccc(O)cc2)NC(=O)N(c2ccccc2)N1 (centres undefined),-6.6%,11.2%,-9.8%,14.7%,6.7%,-35.7%,31.1%[46 µM]
NS(=O)(=O)c1ccc(N/N=C/c2ccc3c(c2)OCO3)c([N+](=O)[O-])c1,14.3%,-1.5%,-1.8%,-3.5%,-12.6%,-0.4%[10 µM],-10.2%[46 µM]
CCCCn1c(CCC(=O)O)nc2c1c(=O)[nH]c(=O)n2CCC,18.6%[38.3 µM],1.0%,-9.5%,1.3%,16.0%,?,5.8%
CC1CCN(CCCNC(=O)c2cc3sccc3n2C)CC1,.,12.2%,.,-4.8%,.,-0.5%,3.9%
CC(NC(=O)C1CC2CCCC(C1)C2=O)c1ccccc1 (centres undefined),19.8%[38.3 µM],-4.2%,18.1%,7.1%,-0.3%,-4.9%,-5.0%
CCCCCC/C(C)=C1/SC(=S)NC1=O,2.4%[38.3 µM],-6.2%,-11.6%,-5.8%,-3.5%,-10.3%,6.8%
CCC/C(O)=C1\C(=O)CC(C)(C)CC1=Nc1ccc(OC)cc1OC,7.1%[38.3 µM],10.0%,-24.4%,-3.9%,-9.7%,-76.2%[inhibitor][10 µM],?
O=C(Cn1c2ccccc2c(=O)c2ccccc21)N/N=C/c1ccc(N2CCCC2)c([N+](=O)[O-])c1,-0.9%,-1.2%,-67.4%[inhibitor],-2.9%,0.5%,-46.7%[inhibitor][10 µM],-12.7%
CC(=O)c1cccc(NC(=O)CN2C(=O)NC3(CCCCCCC3)C2=O)c1,-0.9%[38.3 µM],-12.8%,-0.1%,4.2%,-3.5%,-0.5%[10 µM],-2.3%
CCC(C)NC(=O)Cn1cc2c(n1)CCC(C)C2 (centres undefined),0.8%[38.3 µM],10.0%,0.9%,1.3%,-3.3%,-2.7%,1.6%
Cc1c(NS(=O)(=O)c2cc(C(=O)OCC(=O)N3CCC(C)CC3)ccc2Cl)c(=O)n(-c2ccccc2)n1C,3.8%,18.7%,11.7%,3.9%,1.6%,.,.
O=C(CSc1ccccc1)Nc1ccc(N2CCOCC2)cc1,2.1%[38.3 µM],-1.3%,12.9%,-3.8%,-4.4%,3.8%,-5.5%
COc1ccc2c(c1OC)OCC(c1ccc(OC)c(OC)c1OC)C2 (centres undefined),3.8%,.,1.1%,.,-1.6%,.,-21.9%
Cc1c(C(=O)NN)nn(-c2ccc(Cl)cc2)c(=O)c1C#N,-1.1%,-2.0%,-5.3%,-19.5%,2.4%,-33.9%,25.6%[9.22 µM]
CC(C)CC(NC(=O)C(Cc1ccc(OCc2ccccc2)cc1)NC(=O)OC(C)(C)C)C(N)=O (centres undefined),40.0%[38.3 µM],0.4%,14.8%,1.9%,2.5%,17.5%[10 µM],-4.9%
CCc1cccc(C)c1NC(=O)c1ccoc1C,-8.0%[38.3 µM],6.0%,1.4%,2.0%,-6.5%,-5.3%,-4.7%
Cc1ccnc(NC(=O)CCC(=O)N(CC(=O)NCc2ccccc2)Cc2ccco2)c1,4.6%,-4.1%[9.22 µM],.,-8.4%,4.6%,2.4%[10 µM],?
O=C(COC(=O)c1cc(S(=O)(=O)N2CCOCC2)ccc1O)NCC1CCCO1 (centres undefined),.,12.6%,.,-5.1%,.,-1.8%[10 µM],-1.5%
CSc1cccc(NS(=O)(=O)c2cccc3nsnc23)c1,20.2%[38.3 µM],-3.8%,5.8%,-10.2%,-4.5%,14.8%,?
COc1ccccc1CNC(=O)C/C(C)=N/NC(=O)COc1ccc(C)cc1Br,0.6%,-13.0%,24.9%,-7.9%,-3.5%,.,-14.6%
Nc1cc(-c2ccc(Br)cc2)[nH]n1,-9.4%,17.1%,-2.1%,12.9%,2.8%,-12.5%,-11.3%
COc1ccc(CCNC(=O)c2ccc(-c3ccc([N+](=O)[O-])cc3Cl)o2)cc1,.,-5.7%,.,?,.,4.7%[10 µM],?
CC(=O)N1N=C(c2ccc(C)cc2)OC1c1ccc(C)cc1 (centres undefined),25.3%[38.3 µM],10.4%[9.22 µM],25.5%,3.3%,7.1%,-19.0%,6.8%
COc1ccc(C2C=C(c3ccccc3)Nc3nc(CCCO)nn32)cc1 (centres undefined),1.5%,0.7%,-23.6%,8.6%,4.8%,-4.2%[10 µM],-5.7%
COc1ccc([N+](=O)[O-])cc1NC(=O)COC(C)=O,-4.8%,-14.3%,-55.0%[inhibitor],4.4%,2.1%,-18.6%,2.9%[46 µM]
COc1ccc(-n2c(=O)c(-c3cccs3)nc3cnc(N4CCNCC4)nc32)cc1,19.4%,.,-117.3%[inhibitor],.,-3.3%,-212.7%[inhibitor],.
O=S(=O)(Nc1ccccc1N1CCCCC1)c1ccc(F)cc1F,3.7%,-10.1%,15.4%,13.9%,2.2%,6.5%,18.4%[46 µM]
COc1ccc(C(=O)/C(=C/N(C)C)S(=O)(=O)c2ccccc2)cc1,2.7%,1.7%,?,2.4%,0.5%,0.4%[10 µM],13.9%[46 µM]
C=CCN1C(=NC(=O)CC)SC2CS(=O)(=O)CC21 (centres undefined),0.7%[38.3 µM],6.1%,-1.0%,1.7%,-6.0%,-18.5%,5.3%
c1ccc(SCCN2CCc3ccccc3C2)cc1,-0.3%,13.4%,6.7%,-6.3%,12.5%,.,-1.7%
Cc1ccc(NC(c2ccccc2)c2nc3ccccc3[nH]c2=O)cc1 (centres undefined),.,-1.6%[9.22 µM],.,3.7%,.,19.9%[10 µM],.
O=C(NC(c1ccccc1)c1ccccc1)c1ccc(S(=O)(=O)C(F)F)cc1,.,0.5%,.,-1.4%,.,-11.5%,1.0%
CS(=O)(=O)c1ccc2nc(NC(=O)CC3CCCC3)sc2c1,-3.4%[38.3 µM],-4.1%,1.7%,-3.8%,-8.5%,-18.5%,12.0%
Cc1oc(-c2cccc(Cl)c2)nc1CSCC(=O)O,-18.2%[38.3 µM],5.7%,5.5%,1.8%,-0.7%,-56.3%[inhibitor],-3.2%[46 µM]
COc1ccc(NC(=O)c2nc3ccccc3s2)cc1,10.1%,24.7%,?,4.8%,8.91µM*,.,?
Nc1ccc(-c2nc3c(Cl)c(N)ccc3[nH]2)cc1,-6.3%[38.3 µM],20.1%,?,0.2%,-26.0%,-40.5%[inhibitor],1.9%
Cc1ccc(-n2c(SCC(N)=O)nc3c(c2=O)C2(CCCC2)Cc2ccccc2-3)cc1,?,?,-86.6%[inhibitor],-5.7%,5.5%,3.4%[1.9 µM],-26.6%
c1ccc(-c2nnc(-c3ccncc3)o2)cc1,14.9%[38.3 µM],5.4%,17.9%,-0.2%,-14.6%,9.7%,18.8%

Ordered by number of heavy atoms (low to high): some entries from above
structure,IMPase Li inh,HttQ103 aggreg,SMN2 splice enh,CBFb RUNX1 block,Luc counter,HTT ATP protect,Lamin A splicing
Nc1cc(-c2ccc(Br)cc2)[nH]n1,-9.4%,17.1%,-2.1%,12.9%,2.8%,-12.5%,-11.3%
Cc1oc(-c2cccc(Cl)c2)nc1CSCC(=O)O,-18.2%[38.3 µM],5.7%,5.5%,1.8%,-0.7%,-56.3%[inhibitor],-3.2%[46 µM]
CS(=O)(=O)c1ccc2nc(NC(=O)CC3CCCC3)sc2c1,-3.4%[38.3 µM],-4.1%,1.7%,-3.8%,-8.5%,-18.5%,12.0%

Further results.
structure,IMPase Li inh,HttQ103 aggreg,SMN2 splice enh,CBFb RUNX1 block,Luc counter,HTT ATP protect,Lamin A splicing
COc1ccc(-c2nc3ccccc3c(=O)n2-c2c(C)n(C)n(-c3ccccc3)c2=O)cc1,.,15.5%[9.22 µM],.,3.7%,.,17.7%[10 µM],.
COc1cccc(-n2nnnc2SCC(=O)NCc2ccc3c(c2)OCO3)c1,5.5%[38.3 µM],-9.0%,-5.9%,-2.3%,0.9%,9.4%,?
O=c1nc2n(c3ccccc13)Cc1ccccc1-2,-3.0%[38.3 µM],2.4%,12.3%,5.4%,-0.2%,-6.5%[10 µM],5.3%
Cc1[nH]c2ccccc2c1N=Nc1ccc(F)cc1,-0.4%,-12.2%,11.2%,-14.1%,0.0%,2.4%,-4.8%[9.22 µM]
COC(=O)C1CC(c2ccc(Cl)cc2)=NO1 (centres undefined),2.5%,1.0%,3.7%,3.5%,7.3%,-50.4%[inhibitor],.
CCOC(=O)CC(=O)CSc1nc2ccc(OC)cc2cc1C,7.3%,9.7%[9.22 µM],11.9%,2.3%,1.2%,-8.8%[10 µM],.
CCn1cc(/C=C/C(=O)Nc2c(C)nn(Cc3ccccc3C)c2C)cn1,3.0%,-15.0%,2.7%,2.7%,-1.3%,.,?
COc1cc(C2C3=C(CCCC3=O)Nc3ccc4ncccc4c32)ccc1O (centres undefined),0.3%,16.4%,?,2.9%,-0.4%,-96.0%[inhibitor],?
Nc1nc2ccccc2n1/N=C/c1ccc2c(c1)OCO2,.,-12.6%[9.22 µM],.,0.4%,.,4.6%[10 µM],.
O=C(COc1ccccc1)N/N=C/c1ccc([N+](=O)[O-])o1,9.4%,-16.3%,-64.1%[inhibitor],-3.4%,0.7%,-8.7%[1.9 µM],?
CCOC(=O)c1ccc(N/C=C/C(=O)c2ccc(OC)c(OC)c2)cc1,-9.3%[38.3 µM],17.5%,-6.8%,2.2%,-5.7%,-18.6%,-9.7%

Screening data as filed in PubChem.
